M1AAP inhibition: P. falciparum M1AAP inhibitors, biochemical, fluorogenic H-Leu-NHMec substrate, 1536-well (AID 1445). recombinant M1AAP, H-Leu-NHMec fluorogenic kinetic assay; higher % means a stronger effect. inhibition, % at 30 µM, or IC50 in µM where a hit was titrated. 220,000 tested, 0.42% active;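 active = primary inhibition above the hit cutoff, then over 50% inhibition at one or more dose response concentrations, cut at about 23% in these data, passing the limit was not always enough; inconclusive = conflicting primary data, or primary hits not chosen for dose response; inactive = low primary inhibition, or under 50% at every dose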;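 also: plate controls were DMSO full reaction for no effect and no enzyme background for full effect; strong numbers were not always called active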
Myeloid diff MLP: compounds promoting myeloid differentiation. ER-HoxA9 myeloid progenitors, lysozyme-GFP differentiation, flow cytometry. calls only at 10 µM. 360,000 tested, 1% active;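 active = normalized GFP-positive differentiation at or above the plate's own cutoff, the solvent-only control mean plus 3 SD; inconclusive = no clear call, values can overlap the other calls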;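 also: cells exposed to compound for four days before flow analysis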
ER stress rescue: rescue of cells from ER stress-induced death, primary screen, 384-well, CSM14.1, thapsigargin, ATP luminescence (AID 1222); CSM14.1 thapsigargin-induced death rescue, ATP luminescence; higher % means a stronger effect; 190,000 tested, under 10 active; one-dose cellular ATP content (survival), % at 20 µM; EC50 in µM for titrated hits;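 active = EC50 below 50 µM in the dose-response confirmation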;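 also: death triggered by thapsigargin at about 15 µM added after 2 h compound pretreatment; cell ATP read after overnight thapsigargin exposure of roughly 18 to 22 hours; normalized against plate controls of thapsigargin alone and 5% DMSO vehicle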
K1F lysis inhibition: inhibition of K1F phage lysis, E. coli UTI89, bacterial capsule biogenesis inhibitors, alamar blue (AID 488966); inhibition, % at 100 µM; hits with a dose series show IC50 in µM; 340,000 tested, 0.02% active; E. coli UTI89 K1F phage lysis, alamar blue, 2 h; higher % means a stronger effect;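 active = phage lysis inhibition, versus mean bacterial control, above a set limit; inconclusive = no clear call, values can overlap the other calls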;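 also: capsule biogenesis inhibitors block K1F phage lysis so surviving cells raise fluorescence; higher fluorescence means more inhibition of phage lysis; actives were called in the ten point dose series up to 300 µM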
Lipid droplet: hepatic lipid droplet formation modulation; inhibition, % at 6.5 µM; 240,000 tested, 0.4% active; AML12 mouse hepatocytes, oleate lipid droplets, BODIPY imaging;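 active = lipid droplet intensity inhibited by at least 50%, with more than 500 cells counted; inconclusive = wells with under 300 cells, treated as cytotoxic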
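material = mouse AML12 hepatocyte cell line, fixed after treatment | also added = 100 µM oleic acid challenge | doses = compound at 6.5 µM only | schedule = overnight exposure | technique = Image-based BODIPY and DAPI two-channel analysis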
TNAP activation fold: human TNAP enzyme activators, primary screen, biochemical, luminescent, no phosphate acceptor, uHTS (AID 1001). purified TNAP, luminescent activation assay, no phosphate acceptor; higher activation fold means a stronger effect. activation fold at 20 µM, or EC50 in µM where a hit was titrated. 200,000 tested, 0.03% active; in the data active = activation fold from about 3, or a potency from the dose series; inactive = the rest, 99 in 100 with activation fold below about 1.6; also: many of its hits are not listed in these tables
PMI inhibitors: MPI enzyme activity inhibition – biochemical, fluorescence intensity, coupled assay, primary screen (AID 1209); purified PMI enzyme, coupled fluorescence intensity; higher % means a stronger effect; inhibition, % at 20 µM, or IC50 in µM where a hit was titrated; 190,000 tested, 0.42% active;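 also: plate controls were DMSO vehicle for no effect and wells lacking substrate for full effect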
PMI inhibition: human PMI inhibitors, high substrate, primary screen, biochemical, fluorescence intensity, high mannose 6-phosphate (AID 1220) | recombinant PMI enzyme, coupled fluorescence intensity; higher % means a stronger effect | inhibition, % at 20 µM, or IC50 in µM where a hit was titrated | 190,000 tested, 0.66% active
WT yeast gro inh: growth inhibition of WT yeast, mitochondrial fusion screen | mitochondrial fusion phenotypic screen, WT strain | inhibition, % at 10 µM | 190,000 tested, 2.1% active | AID 1362; in the data active = inhibition above about 58%; tested in S. cerevisiae
WT yeast gro inh mutant strain: also measured in WT yeast gro inh; calls as there; inhibition, %; mitochondrial fusion phenotypic screen, mutant strain inhibition
Lipid droplet cells 6.5 µM: also measured in Lipid droplet; calls as there; cell count; measured here: cell count, cytotoxicity flag;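 cells counted across two imaged fields per well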
Myeloid diff MLP GFP+ MAC1+ %: second read-out of Myeloid diff MLP, no call of its own (marks repeat the call); GFP+ MAC1+ double positive, %; measured here: differentiation confirmed by MAC1 staining
* marks the source's active call; other numbers are inactive results; i = inactive; ? = inconclusive; nt = not tested or not shown; [ ] = another dose, or the depositor's remark. Rule as the data show it, unless noted: active = inhibition above about 50%; inactive = the rest.

SMILES | M1AAP inhibition | Myeloid diff MLP | Myeloid diff MLP GFP+ MAC1+ % | ER stress rescue | K1F lysis inhibition | Lipid droplet | Lipid droplet cells 6.5 µM | TNAP activation fold | PMI inhibitors | PMI inhibition | WT yeast gro inh | WT yeast gro inh mutant strain
O=C(CSc1ccc(-c2ccco2)nn1)N1CCCCCC1 | 0.6% | i | 0.3 | -15.0% | 0.1% | -3.8 | 631 | 1.1 | -7.6% | 0.9% | -11.9 | 10.4
O=C(/C=C/c1ccccc1)NC(NC(=S)Nc1ccc(C(=O)O)cc1)C(Cl)(Cl)Cl (stereo unspecified) | 8.1% | i | 0.8 | -2.4% | -1.6%[50 µM] | 2.4 | 680 | 1.1 | 15.3% | 7.1% | -23.9 | -5.4
CCOc1cc(C(N)=O)cc(OCC)c1OCC | 2.0% | i | 1.2 | 0.7% | -1.5% | -5.1 | 779 | 1.1 | 9.2% | 7.0% | -6.8 | 8.0
Cn1c(CNc2ccc(F)cc2)nnc1SCC(=O)NNC(=O)Cc1ccccc1 | 4.1% | i | 0.4 | 0.2% | -0.1% | -11.2 | 604 | 2.1 | 13.0% | 16.5% | 3.4 | 3.2
CCc1cc2c(=O)c(-c3nc4ccccc4n3C)c(C)oc2c(CN(CC)CC)c1O | 6.0% | i | 1.6 | 1.1% | -0.2% | nt | nt | 1 | -4.9% | -0.4% | -19.3 | -15.3
O=C(NCc1ccccn1)C(=O)NN=C1CCCCCCC1 | 2.0% | i | 0.5 | -4.7% | -0.6% | -16.2 | 695 | 1.5 | -1.9% | 5.8% | -8.3 | 9.3
Cc1ccc(C(=O)N/N=C/c2ccc(-c3ccccc3[N+](=O)[O-])o2)cn1 | 13.2% | i | 0.5 | -2.3% | -1.3% | -5.7 | 678 | 2 | 52.2%* | nt | -1.6 | -7.4
O=C(N/N=C/c1cccs1)C1CC(=O)N(c2ccccc2)C1 (stereo unspecified) | 6.4% | i | 1.5 | -1.8% | 11.1% | 0.8 | 684 | 1.1 | 1.5% | 0.9% | -20.6 | -57.6
O=C(Nc1ccc(Cl)cc1)N(Cc1cccs1)Cc1cccs1 | 0.8% | i | 1.2 | -0.7% | 0.5% | -15.1 | 726 | 1.2 | 19.6% | 16.2% | 41.7 | 19.3
COc1ccc(C2c3c(ncn(Cc4ccco4)c3=N)Oc3ccc4ccccc4c32)cc1 (stereo unspecified) | -1.0% | i | 0.2 | 0.8% | ? | -18.5 | 558 | 1.1 | 15.9% | 5.9% | 64.1* | 4.1*
Cc1ccc(COC(=O)c2nn(C)c(=O)c3ccccc23)cc1 | 5.0% | i | 0.6 | -0.8% | 0.5% | -1.3 | 677 | 1.1 | -1.8% | 1.8% | 9.1 | 17.7
Cc1ccccc1CN1CCCNC1=O | 4.6% | i | 2.4 | -2.3% | -0.2% | -7.7 | 755 | 1.1 | 10.0% | 11.6% | -19.5 | -14.9
CC12CCC(C(=O)NNc3ccccc3)(OC1=O)C2(C)C (stereo unspecified) | 1.1% | i | 0.9 | 1.3% | 0.7% | 12.0 | 699 | 1.1 | -27.7% | -13.4% | -6.0 | 1.4
Cc1cc(NC(=O)CCCN2C(=O)c3cccnc3C2=O)ccc1Br | -1.0% | i | 0.5 | -0.2% | 0.5% | -4.5 | 694 | 1 | 6.4% | 9.0% | -2.4 | -2.8
OCCC1CN(C2CCSCC2)CCN1C1CCCC1 (stereo unspecified) | nt | i | 0.5 | -1.5% | 0.0% | 4.5 | 790 | 1.1 | 3.2% | -2.2% | -6.0 | -16.3
CC(C)c1ccc(NC(=O)COC(=O)CSc2nnc(N)s2)cc1 | -3.9% | i | 0.1 | -1.5% | 0.1%[50 µM] | 8.2 | 675 | 1.3 | 16.3% | 9.3% | 8.5 | 8.9
CCOC(=O)CN(C(=O)COc1ccc2c(C)cc(=O)oc2c1)c1ccc(OCC)cc1 | 1.8% | i | 0.0 | 0.5% | 0.1% | -12.6 | 608 | 1 | -6.5% | -0.3% | 0.5 | 9.1
Cc1ccc(S(=O)(=O)CCC(=O)Nc2cccc(C)c2)cc1 | 9.2% | i | 2.0 | -3.0% | 0.5%[50 µM] | -11.3 | 627 | 1.1 | 4.9% | 8.2% | -8.9 | 20.4
c1ccc2[nH]c(NN=C3CCCCCC3)nc2c1 | -2.0% | nt | nt | -2.9% | 1.3% | 17.2 | 635 | 1.7 | -12.6% | -3.3% | 9.7 | 27.9
CCC(C)NC(=O)CSc1nnc(-c2c[nH]c3ccccc23)o1 (stereo unspecified) | -1.6% | i | 0.5 | -1.0% | 0.1% | 7.6 | 697 | 1 | -21.0% | -18.3% | -6.1 | 12.7
COc1cccc(C2CC(=O)Nc3n[nH]c(-c4ccccc4)c32)c1OC (stereo unspecified) | 3.1% | i | 0.8 | nt | -0.1% | -34.3 | 650 | nt | nt | nt | nt | nt
CCOP(=O)(OCC)C(NC(=O)c1cccs1)C(F)(F)F (stereo unspecified) | 2.3% | i | 0.2 | -2.6% | -0.6% | -31.6 | 706 | 1 | -3.1% | 4.4% | 17.6 | -22.1
O=C1Nc2ccc(F)cc2C12Nc1ccccc1-c1nnc(SCc3ccccc3)nc1O2 (stereo unspecified) | 13.7% | i | 5.3 | -0.4% | 1.2% | nt | nt | 1 | 16.2% | 32.6% | 12.8 | 8.7
Cc1oc2c(C)c3oc(=O)c4c(c3cc2c1C)CCC4 | 9.2% | i | 0.4 | -2.9% | 0.3% | 22.4 | 669 | 1.1 | -4.2% | -7.2% | -5.1 | 4.7
COCc1cc(C)nc(OCC(=O)N/N=C/c2ccc(O)cc2O)c1C#N | -7.9% | i | 0.7 | -1.0% | 0.3% | 4.7 | 717 | 2.5 | -14.2% | -28.6% | -6.3 | -8.7
Next part.
SMILES | M1AAP inhibition | Myeloid diff MLP | Myeloid diff MLP GFP+ MAC1+ % | ER stress rescue | K1F lysis inhibition | Lipid droplet | Lipid droplet cells 6.5 µM | TNAP activation fold | PMI inhibitors | PMI inhibition | WT yeast gro inh | WT yeast gro inh mutant strain
CCCCCCSc1nsc(N)n1 | 19.6% | i | 0.7 | -0.5% | 0.3% | -0.8 | 607 | 1.1 | 19.0% | 8.5% | 23.0 | 35.1
Cc1nc(NS(=O)(=O)c2ccccc2C)c2c3c(sc2n1)CCC3 | 9.3% | nt | nt | 1.9% | nt | nt | nt | 1.1 | -0.8% | -2.5% | -4.6 | -2.4
CCCN1/C(=C(/C#N)C2=NS(=O)(=O)c3ccccc32)N(C)c2ccccc21 | 13.5% | i | 1.9 | 3.6% | 1.1% | nt | nt | 1 | 3.4% | -4.3% | -1.9 | 6.4
CN(C)c1cccc(C(=O)NNC(=S)NC2CC3CCC2C3)c1 (stereo unspecified) | -12.9% | i | 0.2 | 1.4% | 0.4% | 6.3 | 717 | 2.3 | 0.5% | -8.3% | -12.3 | -15.6
Cc1ccc2c(c1)c(C)c(C)n2CC(O)Cn1nc(C)c(Br)c1C (stereo unspecified) | 2.5% | i | 0.9 | 6.5% | 2.0% | -13.2 | 835 | 1 | 25.7% | 19.5% | -6.0 | -1.8
Fc1ccc(/C=N/n2c(-c3cccs3)n[nH]c2=S)cc1 | 5.8% | i | 0.5 | -1.2% | -0.1% | 6.0 | 652 | 0.6 | 13.1% | 11.5% | 8.4 | -3.7
CCOC(=O)C1NN=C(C(=O)c2ccccc2)C1c1ccc(Cl)cc1 (stereo unspecified) | -4.0% | i | 0.2 | -2.8% | -0.1% | 16.5 | 688 | 1.2 | -11.1% | -2.2% | 38.8 | 29.9
O=C(CNC(=O)C(c1ccccc1)c1ccccc1)N/N=C\c1cccc(O)c1 | -1.8% | i | 0.4 | nt | 0.3% | 2.5 | 778 | nt | nt | nt | nt | nt
Clc1nssc1=Nc1ccccc1 | 2.9% | i | 0.5 | 0.0% | 0.1% | -2.7 | 748 | 1.2 | 57.0%* | 36.5% | 18.1 | 11.6
CS(=O)(=O)N(CC(=O)N1CCCCC1)c1ccc(Cl)c(C(F)(F)F)c1 | 1.5% | i | 6.0 | -1.2% | -0.1% | nt | nt | 1 | 2.6% | -0.2% | 8.5 | 8.2
O=S(=O)(CCN1CCN(c2ccccn2)CC1)c1ccc(Cl)cc1Cl | -4.7% | i | 0.6 | nt | 1.6% | -6.5 | 670 | nt | nt | nt | nt | nt
COc1ccccc1NC(=O)Cc1noc(CSc2nnc(C(F)(F)F)n2C)n1 | -0.5% | i | 0.3 | -1.7% | 0.6% | 3.5 | 711 | 1.1 | 7.0% | 3.5% | 12.2 | -12.2
CC1=CC2=NC(=O)/C(=C\c3cc(C)n(-c4ccc(F)cc4)c3C)C(=N)N2O1 | 0.0% | i | 0.9 | -3.6% | 0.3% | -1.8 | 662 | 1.1 | 0.7% | 6.5% | 5.7 | 12.6
COc1cc2c(cc1NC(=O)c1cccnc1)CCCC2 | 3.6% | i | 0.6 | 0.7% | 0.1% | nt | nt | 1.1 | 9.5% | 31.7% | 1.8 | -14.0
O=c1[nH]c(CSc2nc(-c3ccc(F)cc3)cs2)nc2ccccc12 | 0.4% | i | 0.1 | -1.2% | 0.3% | -9.1 | 685 | 1.1 | 7.7% | -2.5% | -4.1 | 11.8
CCOC(=O)C1Sc2[nH]c(=O)sc2C(c2ccc(Cl)cc2)C1C(=O)OCC (stereo unspecified) | 22.1% | i | 1.3 | 1.6% | -0.1% | 0.7 | 771 | 1 | -47.8% | -88.8% | 21.0 | 23.7
O=C(NNS(=O)(=O)c1ccc(C(=O)NC2CCCC2)cc1)c1ccncc1 | -2.1% | i | 0.1 | -0.5% | -0.6% | -34.6 | 644 | 1.1 | -12.4% | -5.6% | -1.7 | 2.7
COc1ccc2nc(NC(=O)c3cccc(OCc4c(C)noc4C)c3)sc2c1 | 2.0% | i | 0.2 | 1.4% | 0.9% | nt | nt | 1.1 | 6.1% | 5.1% | 73.5* | 15.8*
Cc1ccc(N(CC(=O)Nc2cc(Cl)ccc2Oc2ccccc2)S(C)(=O)=O)c(C)c1 | -1.5% | i | 0.8 | 0.2% | 0.9% | 5.7 | 795 | 1.1 | 17.7% | 13.5% | 10.0 | -4.0

Record cards (already shown). Screens in order: M1AAP inhibition	Myeloid diff MLP	Myeloid diff MLP GFP+ MAC1+ %	ER stress rescue	K1F lysis inhibition	Lipid droplet	Lipid droplet cells 6.5 µM	TNAP activation fold	PMI inhibitors	PMI inhibition	WT yeast gro inh	WT yeast gro inh mutant strain
Cc1ccc(COC(=O)c2nn(C)c(=O)c3ccccc23)cc1 is entered as 5.0%	i	0.6	-0.8%	0.5%	-1.3	677	1.1	-1.8%	1.8%	9.1	17.7
Cc1ccc2c(c1)c(C)c(C)n2CC(O)Cn1nc(C)c(Br)c1C (stereo unspecified) is entered as 2.5%	i	0.9	6.5%	2.0%	-13.2	835	1	25.7%	19.5%	-6.0	-1.8
